Source: PubChem BioAssay
XIAP antagonists = XIAP antagonists, biochemical, IAP family, fluorescence polarization (AID 1018). E3 ubiquitin-protein ligase XIAP (Homo sapiens). displacement, % at 20 µM, or IC50 in µM where a hit was titrated. XIAP BIR domain, fluorescence polarization peptide displacement; higher % means a stronger effect. hit rate 0.007% among 200,000; in the data active = displacement above about 50%; also: a part of the inactive calls stands beside numbers as strong as those of hits
Hep lipid drop = inhibitors of hepatocyte lipid droplet formation, primary screen, imaging, high-throughput imaging, BODIPY stain; AML12 mouse hepatocytes, oleate lipid droplets; hit rate 0.4% among 240,000; inhibition, % at 6.5 µM; AID 1656, 2009;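 active = lipid droplet intensity inhibited by at least 50%, with more than 500 cells counted; inconclusive = wells with under 300 cells, treated as cytotoxic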
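Technique: fluorescence imaging, 20x objective, two fields per well / Assay system: AML12 hepatocytes (mouse) / Measure: % inhibition of lipid droplet signal / Doses: 6.5 µM single-point dosing / Incubation: overnight exposure / Reagent: 100 µM oleic acid challenge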
M17LAP inhibition = P. falciparum M17LAP inhibitors, primary screen, biochemical, fluorogenic H-Leu-NHMec substrate, 1536-well (AID 1619). Leucine aminopeptidase (Plasmodium falciparum (isolate 3D7)). recombinant M17LAP, H-Leu-NHMec fluorogenic kinetic assay; higher % means a stronger effect. inhibition, % at 30 µM; hits with a dose series show IC50 in µM. hit rate 0.38% among 220,000;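 active = compound inhibiting the enzyme by more than half at any dose during confirmatory dose-response retesting; inconclusive = strong single-dose inhibitors picked by rank but not retested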;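 also: plate controls were full reaction with DMSO carrier for no effect and no enzyme background for full effect; strong numbers were not always called active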
PMI inhibitors = inhibitors of human PMI, primary screen, biochemical, fluorescence intensity, coupled assay (AID 1209). purified PMI enzyme, coupled fluorescence intensity; higher % means a stronger effect. hit rate 0.42% among 190,000. Mannose-6-phosphate isomerase (Homo sapiens). one-dose inhibition, % at 20 µM; IC50 in µM for titrated hits;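 also: plate controls were DMSO vehicle for no effect and wells lacking substrate for full effect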
P. falciparum M1AAP = P. falciparum M1AAP inhibitors, biochemical, fluorogenic H-Leu-NHMec substrate, 1536-well (AID 1445). recombinant M1AAP, H-Leu-NHMec fluorogenic kinetic assay; higher % means a stronger effect. inhibition, % at 30 µM; hits with a dose series show IC50 in µM. hit rate 0.42% among 220,000;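 active = primary inhibition above the hit cutoff, then over 50% inhibition at one or more dose response concentrations, cut at about 23% in these data, passing the limit was not always enough; inconclusive = conflicting primary data, or primary hits not chosen for dose response; inactive = low primary inhibition, or under 50% at every dose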;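 also: plate controls were DMSO full reaction for no effect and no enzyme background for full effect; strong numbers were not always called active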
UTI89 phage lysis = inhibition of K1F phage lysis, E. coli UTI89, bacterial capsule biogenesis inhibitors, alamar blue (AID 488966); hit rate 0.02% among 340,000; E. coli UTI89 K1F phage lysis, alamar blue, 2 h; higher % means a stronger effect; inhibition, % at 100 µM, or IC50 in µM where a hit was titrated;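 active = phage lysis inhibition, versus mean bacterial control, above a set limit; inconclusive = no clear call, values can overlap the other calls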;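 also: capsule biogenesis inhibitors block K1F phage lysis so surviving cells raise fluorescence; higher fluorescence means more inhibition of phage lysis; actives were called in the ten point dose series up to 300 µM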
Siah-1 displacement = Siah-1 peptide-binding antagonists, primary screen, biochemical, fluorescence polarization, rhodamine-plectin, uHTS (AID 1817); E3 ubiquitin-protein ligase SIAH1 (Homo sapiens); displacement, % at 20 µM; hits with a dose series show IC50 in µM; hit rate 0.02% among 290,000; Siah-1 / rhodamine-plectin peptide fluorescence polarization; higher % means a stronger effect;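 active = displacement of at least 50% at 20 µM, with a fluorescence ratio check between 0.3 and a set limit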;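 also: plate controls were Siah plus tracer with DMSO for no effect and tracer alone without Siah for full effect; strong numbers were not always called active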
TNAP activation fold = human TNAP enzyme activators, primary screen, biochemical, luminescent, no phosphate acceptor, uHTS (AID 1001). hit rate 0.03% among 200,000. purified TNAP, luminescent activation assay, no phosphate acceptor; higher activation fold means a stronger effect. one-dose activation fold at 20 µM; EC50 in µM for titrated hits. Alkaline phosphatase, tissue-nonspecific isozyme (Homo sapiens); in the data active = activation fold from about 3, or a potency from the dose series; inactive = the rest, 99 in 100 with activation fold below about 1.6; also: many of its hits are not listed in these tables
human PMI inhibitors = human PMI inhibitors, high substrate, primary screen, biochemical, fluorescence intensity, high mannose 6-phosphate (AID 1220). Mannose-6-phosphate isomerase (Homo sapiens). recombinant PMI enzyme, coupled fluorescence intensity; higher % means a stronger effect. one-dose inhibition, % at 20 µM; IC50 in µM for titrated hits. hit rate 0.66% among 190,000
Hep lipid drop cells 6.5 µM = further read-out of Hep lipid drop, marked with its call; cell count; measured here: cell count, cytotoxicity flag;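 cells counted across two imaged fields per well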
Active calls of the source: *; ? = inconclusive; . = no result given; [ ] = remark or other dose. Rule as the data show it, unless noted: active = inhibition above about 50%; inactive = the rest.

SMILES	XIAP antagonists	Hep lipid drop	Hep lipid drop cells 6.5 µM	M17LAP inhibition	PMI inhibitors	P. falciparum M1AAP	UTI89 phage lysis	Siah-1 displacement	TNAP activation fold	human PMI inhibitors
CCOc1ccc(-n2c(O)c(/C=N/Nc3nc(C)cc(C)n3)c3ccccc3c2=O)cc1	-8.2%	2	785	-32%	-32%	0%	1.0%	-5%	1	-52%
CCn1c(CNc2ccc(F)cc2)nnc1SCCN1CCCCC1	-4.6%	.	.	-11%	8%	3%	0.4%	1%	1.1	17%
O=C(NCCCn1ccnc1)c1cc2ccccc2oc1=O	-6.4%	-1	632	12%	2%	0%	-2.4%	2%	0.5	-2%
CN(C)N=Nc1ccc(S(N)(=O)=O)cc1	-7.5%	15	601	21%	7%	11%	-0.6%	0%	1.1	-2%
CCNc1nc(Sc2ccc(C)cc2)cc(C(F)(F)F)n1	-2.0%	.	.	-2%	10%	4%	-0.1%	2%	1	4%
Cc1ccc(CNc2nc3ccc(C)cc3n3cnnc23)cc1	-5.2%	.	.	-9%	-17%	-1%	-1.4%	4%	1	-18%
Cc1cc(C)c(O)c(-c2cc(C(=O)Nc3c(C)n(C)n(-c4ccccc4)c3=O)[nH]n2)c1	.	2	729	1%	.	-6%	0.2%	-6%	.	.
Cc1ccc(-c2c[n+](CC(=O)Nc3c(C)cccc3C)c3n2CCC3)cc1	.	-6	780	-1%	.	1%	.	-2%	.	.
CC(C)(C)NC(=O)CSc1nnc(C2CC2)n1-c1ccccc1	-4.9%	-6	693	-1%	-6%	0%	0.2%	7%	1.1	-6%
O=c1c2cc(NC(=S)NC3CC3)ccc2nc2n1CCCCC2	-6.6%	16	666	-2%	2%	-1%	0.2%	8%	1.1	7%
Cc1ccc(/C=N/n2c(C)nc3ccccc3c2=O)s1	-4.7%	-8	682	2%	2%	7%	.	-1%	1.1	3%
CC(C)OC(=O)c1cccc(-c2ccc(C=O)o2)c1	-4.4%	-11	627	8%	-43%	12%	1.2%	-5%	1	-65%

For reference, 5 of the compounds above.
SMILES	XIAP antagonists	Hep lipid drop	Hep lipid drop cells 6.5 µM	M17LAP inhibition	PMI inhibitors	P. falciparum M1AAP	UTI89 phage lysis	Siah-1 displacement	TNAP activation fold	human PMI inhibitors
Cc1ccc(CNc2nc3ccc(C)cc3n3cnnc23)cc1	-5.2%	.	.	-9%	-17%	-1%	-1.4%	4%	1	-18%
Cc1cc(C)c(O)c(-c2cc(C(=O)Nc3c(C)n(C)n(-c4ccccc4)c3=O)[nH]n2)c1	.	2	729	1%	.	-6%	0.2%	-6%	.	.
Cc1ccc(-c2c[n+](CC(=O)Nc3c(C)cccc3C)c3n2CCC3)cc1	.	-6	780	-1%	.	1%	.	-2%	.	.
CC(C)(C)NC(=O)CSc1nnc(C2CC2)n1-c1ccccc1	-4.9%	-6	693	-1%	-6%	0%	0.2%	7%	1.1	-6%
O=c1c2cc(NC(=S)NC3CC3)ccc2nc2n1CCCCC2	-6.6%	16	666	-2%	2%	-1%	0.2%	8%	1.1	7%

(further entries)
SMILES	XIAP antagonists	Hep lipid drop	Hep lipid drop cells 6.5 µM	M17LAP inhibition	PMI inhibitors	P. falciparum M1AAP	UTI89 phage lysis	Siah-1 displacement	TNAP activation fold	human PMI inhibitors
COc1ccc(-c2[nH]ncc2CN2CCCCCCC2)c(OC)c1	-11%	16	702	1%	9%	3%	0.2%	1%	1	4%
CCc1cccc(NC(=S)N(CCCN2CCOCC2)C(C)c2cc3cccc(OC)c3o2)c1 (stereo not given)	-1.1%	-22	722	-1%	1%	-1%	1.1%	8%	1.1	6%
CCc1ccc(C(=O)NNc2ccc(C)c(Cl)c2)cc1	.	-24	696	7%	.	4%	.	-1%	.	.
COc1ccc(OC(=O)c2cnn(-c3ccccc3)c2C)cc1	0.1%	-3	717	5%	2%	6%	-0.1%	0%	1	-2%
CCOC(=O)C(C)Oc1ccc(C2NC(=O)NC(C)=C2C(C)=O)cc1Br (stereo not given)	-1.8%	-4	731	3%	7%	1%	0.7%[50 µM]	2%	1.2	6%
COC(=O)c1cnc(SCc2ccc([N+](=O)[O-])cc2)n1C	.	?	.	6%	.	4%	.	-5%	.	.
CCOc1ccc(C2C(C(=O)O)CCC(=O)N2C2CCCCC2)cc1 (stereo not given)	-4.8%	-2	728	-8%	-24%	-3%	-2.8%	-4%	1.1	-12%
CCOC(=O)N1CCN(C(=O)CCn2nc(-c3ccccc3)ccc2=O)CC1	1.3%	.	.	-12%	-3%	0%	2.6%[50 µM]	-5%	1.1	-8%
Nc1ccc(Br)c2cccnc12	0.0%	4	693	2%	-12%	7%	-0.1%	24%	1.1	36%
Cc1ccc(NC(=S)NC(=O)c2ccc(F)cc2)cc1S(=O)(=O)Nc1cccc(Cl)c1	-7.8%	-10	572	1%	13%	7%	3.4%	-3%	0.9	11%
Fc1ccccc1-c1nc(N2CCCCC2)c2ccccc2n1	-3.5%	-2	613	16%	4%	9%	6.7%	6%	1	-5%
O=C(Nc1ccc2c(c1)OCCO2)C1CCN(c2ncccn2)CC1	1.3%	3	748	30%	3%	6%	-0.5%	0%	1.1	-3%
Cc1cc(C)cc(C(=O)Nc2ccc(N3CCCC3)cc2)c1	-4.1%	0	663	-5%	7%	2%	1.5%	-3%	1.1	20%
COc1cc2c(cc1NC(=O)c1cccc(S(=O)(=O)N(C)C)c1)oc1ccccc12	-4.8%	-25	607	13%	4%	3%	2.0%	-1%	1.1	-1%
CCC1(C)Cc2ccccc2-c2[nH][nH]c(=O)c21 (stereo not given)	-0.8%	18	686	1%	8%	0%	0.0%	21%	1	5%
O=C(c1cnccn1)N1CCN(C/C=C/c2ccccc2)CC1	-7.1%	.	.	-12%	-6%	12%	6.5%	-3%	1	-6%
CC(=O)N1[C@H](Cc2ccccc2)C=C[C@]1(C)C(=O)NCc1ccc(C)o1	-7.9%	-28	731	2%	-29%	9%	0.4%	-6%	1.1	-19%
CN1CCc2c(n(CC(O)CN3CCN(CCO)CC3)c3ccccc23)C1=O (stereo not given)	-1.9%	-113	738	-7%	-26%	3%	-0.1%	6%	1.1	-3%
O=c1cc(CSc2ccc(Cl)cc2)nc(-c2ccccc2)[nH]1	-5.1%	4	660	9%	-6%	5%	.	8%	1	2%
CCn1c(SCc2nnc(-c3ccccc3)o2)nnc1-c1ccc(S(=O)(=O)N2CCCC2)cc1	-1.9%	-6	756	-8%	12%	9%	0.6%	4%	1.1	13%
FC(F)(F)c1ccc(Oc2ccc(Cl)cc2Br)nc1	-10%	-7	704	-1%	3%	2%	0.2%	3%	1	8%
CC1CN(Cc2c(O)ccc3c(=O)c(-c4ccccc4)coc23)CC(C)O1 (stereo not given)	-3.3%	-16	638	-193%	.	5%	-4.3%	0%	1.1	.
O=C(Nc1ccccc1C(=O)NCc1cccnc1)c1ccc(Cl)cc1Cl	-0.5%	7	521	13%	23%	2%	-4.5%	2%	1.1	15%
CC(=O)NCCn1ccc2ccccc21	-3.0%	2	657	2%	8%	-2%	0.6%	5%	1.1	7%

The closing 4 records of the section before lead into the next:
SMILES	XIAP antagonists	Hep lipid drop	Hep lipid drop cells 6.5 µM	M17LAP inhibition	PMI inhibitors	P. falciparum M1AAP	UTI89 phage lysis	Siah-1 displacement	TNAP activation fold	human PMI inhibitors
FC(F)(F)c1ccc(Oc2ccc(Cl)cc2Br)nc1	-10%	-7	704	-1%	3%	2%	0.2%	3%	1	8%
CC1CN(Cc2c(O)ccc3c(=O)c(-c4ccccc4)coc23)CC(C)O1 (stereo not given)	-3.3%	-16	638	-193%	.	5%	-4.3%	0%	1.1	.
O=C(Nc1ccccc1C(=O)NCc1cccnc1)c1ccc(Cl)cc1Cl	-0.5%	7	521	13%	23%	2%	-4.5%	2%	1.1	15%
CC(=O)NCCn1ccc2ccccc21	-3.0%	2	657	2%	8%	-2%	0.6%	5%	1.1	7%
COc1ccc(-c2nc(-c3ccccc3)c(-c3cc([N+](=O)[O-])ccc3C)[nH]2)cc1O	-3.7%	.	.	-15%	22%	2%	0.1%	-3%	1	18%
CC1=C(C(=O)N2CCCCC2)C2(CCC(C)CC2)OC1=O (stereo not given)	-6.2%	-7	633	3%	-5%	-3%	0.0%	-6%	1	-6%
COCC(C)NC(=O)Cc1ccc(F)cc1 (stereo not given)	0.0%	27	645	-5%	1%	6%	4.5%	-1%	1	5%
CCOc1ccc2nc(NC(=O)COC)sc2c1	-3.5%	-1	812	9%	8%	6%	0.3%	-5%	1	9%
Cc1nc(-c2cccc(N)c2)cs1	-1.6%	-4	644	3%	6%	2%	-2.4%	8%	1.2	8%
COc1ccc(CCNC(=O)CN2CCC(C)CC2)cc1OC	-5.3%	0	705	10%	-1%	-2%	-0.2%	-4%	1.1	-2%
COc1cc(Br)c(C(C)NC(=O)c2cccc(Br)c2)cc1OC (stereo not given)	-3.5%	.	.	6%	7%	-11%	3.8%	-3%	1.1	5%
COc1ccc(N2Cc3ccccc3C2=NC(=O)c2cccc([N+](=O)[O-])c2)cc1	2.1%	9	685	1%	-4%	4%	3.3%	1%	1.1	-4%
CCC1=NN(S(=O)(=O)c2ccc(C)cc2)C(O)(C(F)(F)F)C1 (stereo not given)	-4.6%	-2	725	-4%	-41%	-3%	0.3%	8%	1.1	-17%
O=C(/C=C/c1ccccc1Cl)NCCc1ccc(F)cc1	-5.6%	-20	721	-2%	3%	1%	4.3%	-1%	1.1	15%
O=C(COC(=O)/C=C/c1ccc2c(c1)OCO2)NC1CC1	-4.7%	-11	620	7%	-1%	8%	0.4%	2%	1.1	-2%
Cc1ccc(C)c(N2CC(=O)N(c3cc(C)ccc3C)CC2=O)c1	-3.4%	9	631	2%	14%	3%	-0.1%	3%	1.2	16%
